HT1080 IDH1KD tx – toxicity to HT-1080 IDH1 knockdown cells (counter line); HT-1080 IDH1 knockdown viability, ATP luminescence, 48 h; Potency, µM (highest dose often 46.1 µM), for inactives: at the highest dose activity, negative = toxicity, actives largely listed as cytotoxic; 360,000 compounds, 2% hits;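 further: 0% = DMSO wells and -100% = cell-free medium wells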
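Knockdown cells (IDH1KD HT-1080) received compounds 2 h after plating at 750 cells/well and were kept 48 h at 37 °C in 5% FBS RPMI. A CellTiter-Glo luminescence read gave % activity for curve fitting.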
GLP1R inv ag – GLP-1 receptor (human) inverse agonism; 410,000 compounds, 1.6% hits; P43220; Potency, µM (top dose mostly 38.3 µM), inactives show at the highest dose activity change, negative = inhibition, usual class: inhibitors; HEK293 GLP-1R CRE-luciferase, luminescence, 24 h; GLP-1R form is constitutively active; further: on the % scale 0 is the no-effect control and ±100 the full control effect; nearly all actives have a fitted effect of over 55% in size
Target sequence (P43220 whole entry, looked up): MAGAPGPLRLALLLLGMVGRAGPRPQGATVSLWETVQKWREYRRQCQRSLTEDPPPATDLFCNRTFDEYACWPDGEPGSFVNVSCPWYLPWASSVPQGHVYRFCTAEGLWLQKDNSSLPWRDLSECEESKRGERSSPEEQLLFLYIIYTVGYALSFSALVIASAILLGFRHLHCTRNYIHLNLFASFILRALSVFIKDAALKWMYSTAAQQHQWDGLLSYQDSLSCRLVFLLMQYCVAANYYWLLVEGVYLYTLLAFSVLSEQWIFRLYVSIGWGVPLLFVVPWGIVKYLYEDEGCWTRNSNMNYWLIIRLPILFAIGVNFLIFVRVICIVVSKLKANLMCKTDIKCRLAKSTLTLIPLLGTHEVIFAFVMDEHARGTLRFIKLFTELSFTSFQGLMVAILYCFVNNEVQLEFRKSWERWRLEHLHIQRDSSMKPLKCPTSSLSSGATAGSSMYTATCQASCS
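HEK293 cells stably co-expressing constitutively active GLP-1R and a cAMP-responsive luciferase reporter were seeded in DMEM with 10% Nu serum, given compounds after 12 h, and incubated 24 h at 37 deg C. Luminescence was then read.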
GLP-1R agonist – agonists of human GLP-1 receptor | P43220 | HEK293 GLP-1R CRE-luciferase, luminescence, 4-6 h; cells express a hypersensitive GLP-1R form | Potency, µM (highest dose often 45.6 µM), inactives show top-dose activation, hits mostly activators | 380,000 compounds, 0.007% hits | AID 624172; further: % of control where 0% means no effect
TDP-43 yeast inh – TDP-43 toxicity inhibition in yeast; TDP-43 expressing yeast growth rescue, BacTiter-Glo, 24 h; Potency, µM (doses to about 46.1 µM), for the others: top-dose growth rescue (activation), actives largely listed as activators; 410,000 compounds, 1.8% hits; further: % of control where 0% means no effect; nearly all actives have a fitted effect of over 50% in size
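Galactose-induced TDP-43 yeast, OD600=0.02, compound pinned; 24 hr, 30 deg C; BacTiter-Glo luminescence for growth. Inhibitors of TDP-43 toxicity read as activators.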
KB-3-1 cytotox – kills parental KB-3-1 adenocarcinoma cells; KB-3-1 viability, CellTiter-Glo ATP luminescence, 72 h; Potency, µM (series often up to 46.1 µM), without a hit: at the top dose activity change, negative = cytotoxic, usual class: cytotoxic; 400,000 compounds, 1.4% hits; further: on the % scale 0 is the no-effect control and ±100 the full control effect; nearly all actives have a fitted effect of over 60% in size
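Multi-concentration cytotoxicity screen in KB-3-1 cells grown in DMEM lacking phenol red with 10% FBS. After 72 h at 37 °C with compound, ATP-dependent luminescence was recorded.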
SW480 rereplic – DNA re-replication induction in SW480 cells | SW480 DNA re-replication, Hoechst DNA content imaging, 48 h | Potency, µM (series often up to 46.1 µM), for inactives: top-dose re-replication activation, most hits filed as activators | 340,000 compounds, 1.8% hits | AID 624297; further: % of control where 0% means no effect; nearly all actives have a fitted effect of over 55% in size
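DNA re-replication was detected as more nuclei of elevated Hoechst intensity after 48 hr exposure to compound (23 nL pinned per well of 250 cells).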
HEK293 tox – cytotoxic in the GLP-1 receptor inverse agonist counter-screen; HEK293 cAMP-luciferase reporter cells, luminescence, 24 h; Potency, µM (doses to about 38.3 µM), for inactives: top-dose activity change, negative = inhibition, most hits filed as inhibitors; 410,000 compounds, 0.13% hits; AID 624418;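 further: loss of luciferase light is scored as toxicity; on the % scale 0 is the no-effect control and ±100 the full control effect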
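MLSMR compounds, 24 hr on cells at 37 deg C/5% CO2; luminescence after luciferase reagent (12 min RT). Inhibition counted as the undesired cytotoxic outcome.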
HT1080NT lethal – kills 2HG-producing HT-1080-NT fibrosarcoma cells; 360,000 compounds, 1.6% hits; AID 686970; HT-1080-NT fibrosarcoma viability, CellTiter-Glo ATP luminescence, 48 h; Potency, µM (highest dose often 46.1 µM), for inactives: at the top dose activity, negative = less viability, most hits filed as cytotoxic;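 further: NT is the 2HG producing partner of a matched IDH1 knockdown line; 0% = DMSO-treated cells and -100% = media-only wells without cells; nearly all actives have a fitted effect of over 55% in size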
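HT-1080-NT; 750 cells/well; 5% FBS RPMI; 48 h compound, 37 degrees C; CellTiter-Glo luminescence; curve fitting and curve-class assignment.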
KB-V1 MDR tox – KB-V1 MDR subline cytotoxicity. KB-V1 MDR cells viability, CellTiter-Glo, 72 h. Potency, µM (highest dose often 46.1 µM), inactives show at the highest dose activity change, negative = cytotoxicity, most hits filed as cytotoxic. 400,000 compounds, 3.4% hits; further: on the % scale 0 is the no-effect control and ±100 the full control effect; nearly all actives have a fitted effect of over 60% in size
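In this primary screen, KB-V1 cells overexpressing P-gp are incubated with library compounds (lowest to highest concentration) for 72 h at 37 degrees C before a luminescent ATP viability read.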
Numbers without * were called inactive; u = inconclusive; x = not tested or not shown; & = joins results of further samples; [ ] = dose if it differs, or a comment. The call rests on the fitted dose curve; in most records, active means well fitted curve in the direction sought with a large enough effect; inconclusive means small, poorly fitted or top-dose-only effect, or another doubt; inactive means no such curve, though single readings can be large; an effect the other way counts as inactive or inconclusive. Potency means the concentration at half of the fitted maximal effect. The order is random; 9.4% or so of the library scored in one or more.

SMILES	HT1080 IDH1KD tx	GLP1R inv ag	GLP-1R agonist	TDP-43 yeast inh	KB-3-1 cytotox	SW480 rereplic	HEK293 tox	HT1080NT lethal	KB-V1 MDR tox
Clc1ccc(-n2nnnc2SCc2cn3ccccc3n2)cc1	-7%	-15%	-1%	7%	-5%	-7%	-17%	-4%	-11%
C=CCOC(=O)Nc1nc(CCNC(=O)OC(C)(C)C)c(C(=O)O)s1	9%	20%	x	10%	-4%	x	-20%	8%	-2%
CCCN(Cc1nnc(-c2ccccc2Cl)o1)C(=O)c1cc2ccccc2o1	-12%	u	u	-19%	0%	-492%[inhibitor]	-13%	-22%	-9%
COc1ccc(CNC(=O)C2CCN(S(=O)(=O)N3CCCCC3)CC2)c(OC)c1	15%	u	-2%	14%	1%	1%	-34%	9%	15%
CC1CN(C(=O)COC(=O)c2ccc(S(=O)(=O)N(C)C)cc2)CC(C)O1 (centres undefined)	6%	-20%	9%	-27%	0%	-9%	1%	20%	u
O=C(c1cc2ccccc2oc1=O)N(Cc1cccs1)Cc1ccccc1Cl	-10%	-8%	4%	8%	5%	2%	-1%	-25%	0%
O=C(Cn1ncc2c1-c1ccccc1OC2)N1CCN(c2ccccn2)CC1	1%	-13%	6%	14%	-2%	-2%	-11%	2%	-2%
O=C(NC(Cc1ccccc1)C(=O)O)/C(=C/c1ccccc1)NC(=O)c1ccc(Br)o1 (centres undefined)	-1%	-10%	2%	-20%	-6%	-21%	14%	0%	-3%
CN(C)c1cccc(C(=O)n2cc(C(=O)c3cc(F)ccc3O)cn2)c1	-8%	2%	-6%	-1%	12%	-3%	-2%	-3%	-1%
CCc1noc(C)c1C(=O)Nc1nc2c(F)cc(F)cc2s1	-5%	-20%	1%	29%	-5%	2%	-7%	-5%	-2%
CCOc1ccc(S(=O)(=O)NN=C2CCN(C(C)=O)CC2)cc1	-6%	-10%	-1%	2%	2%	-9%	1%	0%	21%
Cc1cc(Cl)c(S(=O)(=O)Nc2ccon2)cc1OCC(=O)NC1CCCCC1	7%	-25%	-19%	20%	-6%	2%	-4%	3%	1%
Cc1ccc(-c2nc3ccccc3c(=O)n2-c2c(C)n(C)n(-c3ccccc3)c2=O)cc1	u	10%	0%	-3%	6%	-10%	9%	2%	-6%
CCN(CC)c1ccc(/C=N\NC(N)=O)cc1	0%	45%[activator]	8%	-18%	u	-1%	-6%	-4%	u
CCc1nnc(NC(=O)CCC(=O)NCC2CCCO2)s1 (centres undefined)	0%	0%	0%	-13%	-1%	-3%	-1%	1%	-4%
CC(C)CC(=O)Nc1cccc(NC(=O)c2ccccc2Cl)c1	11%	0%	-2%	14%	3%	-36%[inhibitor]	-6%	15%	-15%
Cc1ccc(-n2ncc3c(N(CC(C)C)CC(C)C)ncnc32)c(C)c1	x	2.8µM*	x	u	-5%	x	1%	x	3%
CSc1ccc(CN2CCCN(C)CC2)cc1	9%	u	-3%	2%	24%	-8%	0%	-4%	2%
CCOC(=O)CC(=O)CSc1ccc2nnc(-c3ccccc3)n2n1	u	0%	2%	-11%	-17%	-2%	10%	1%[9.24 µM]	0%
O=C(O)CCN1C(=O)/C(=C2\C(=O)N(Cc3ccc(F)cc3)c3ccccc32)SC1=S	10%	15%	4%	-7%	-1%	u	-5%	11%	33%
COc1cccc(CNC(=O)Cn2c(SCC(=O)Nc3ccc(F)cc3)nc3ccccc32)c1	x	-20%	x	16%	-3%	x	-15%	x	0%
CCc1ccc(OCC(=O)c2c(O)c3ccccc3oc2=O)cc1	-3%	-3%	-1%	-26%	11%	9%	30%	-4%	-5%
CCCN1CCN(S(=O)(=O)c2ccc3c(c2)OCCO3)CC1	-2%	-10%	6%	-15%	3%&4%	3%	7%	19%	-11%&-14%
COc1cc(/C=C/C(=O)OCC(=O)N2CCC(C)CC2)ccc1OCC#N	6%	19%	1%	8%	-4%	60%	-2%	4%[9.24 µM]	3%
O=C(/C=C/c1ccco1)NC(=S)Nc1cc(C(F)(F)F)ccc1N1CCOCC1	-7%	u	1%	-15%	2%	u	1%	20%	-20%
Cc1cc(C)c(S(=O)(=O)Nc2ccc(-c3ccc(N4CCCCC4)nn3)cc2)c(C)c1	x	u	x	-20%	-27%	x	-31%	x	-17%
O=C(COC(=O)c1cccs1)NCCN1C(=O)CSC1=O	-3%	2%	-1%	-3%	-1%	-4%	10%	0%	0%
COc1ccc(C(=O)Nc2cc(C)cc(C)c2)cc1S(=O)(=O)N1CCOCC1	3%	3%	-2%	10%	18%	-3%	-8%	-6%	4%
C/C(=C\[C@@H](NP(=O)(c1ccccc1)c1ccccc1)c1ccccc1)CO[Si](c1ccccc1)(c1ccccc1)C(C)(C)C	-2%	7.9µM*	-5%	11%	u	3%	-12%	1%	-7%
COc1ccc(SCCN2CC[C@@H](C)CCC2=O)cc1	15%	-14%	4%	u	4%&1%	-6%	-14%	23%	u
O=C(COn1nnc2ccc(Cl)cc21)NC12CC3CC(CC(C3)C1)C2	u	-22%	2%	13%	9%	6%	9%	3%	-17%
O=C(O)/C=C/c1cccc2c1OCCO2	-1%	14%	-1%	-3%	1%	-2%	2%	-5%	0%
COCCOc1ccc(C(F)(F)F)cc1NC(=O)COC(=O)Cc1c[nH]c2ccccc12	-4%	-27%	20%	20%	12%	3%	5%	-2%	u
Cc1ccc(NNC(=S)Nc2ccc(C(C)C)cc2)c(C)c1	-14%	u	8%	u	-23%	6%	-5%	-5%	11%
Cc1ccccc1Nc1c(-c2cccc(N(C)C)c2)nc2ccc(Br)cn12	x	4%	x	3%	1%	x	-1%	x	0%
O=C(CSc1nnc(C2COc3ccccc3O2)o1)Nc1ccc(F)cc1Cl (centres undefined)	9%	6%	3%	25%	10%	-5%	-9%	15%	10%

Among those listed so far, two contain a thiophene ring, fused or not.
SMILES	HT1080 IDH1KD tx	GLP1R inv ag	GLP-1R agonist	TDP-43 yeast inh	KB-3-1 cytotox	SW480 rereplic	HEK293 tox	HT1080NT lethal	KB-V1 MDR tox
O=C(c1cc2ccccc2oc1=O)N(Cc1cccs1)Cc1ccccc1Cl	-10%	-8%	4%	8%	5%	2%	-1%	-25%	0%
O=C(COC(=O)c1cccs1)NCCN1C(=O)CSC1=O	-3%	2%	-1%	-3%	-1%	-4%	10%	0%	0%

The list goes on:
SMILES	HT1080 IDH1KD tx	GLP1R inv ag	GLP-1R agonist	TDP-43 yeast inh	KB-3-1 cytotox	SW480 rereplic	HEK293 tox	HT1080NT lethal	KB-V1 MDR tox
Cc1cc(C)c2c(=O)n3c(nc2c1)C(Cc1ccc(O)cc1)NC(=O)c1cc2ccccc2cc1-3 (centres undefined)	u	u	-1%	13%	u	x	-21%	u	u
Cc1cnc(CNC(=O)c2ccc(OC3CCN(C(=O)C4CC4)CC3)cc2)cn1	9%	6%	6%	-2%	-13%	-5%	0%	0%	0%
CCOc1ccc(CC2S/C(=N/c3ccccn3)NC2=O)cc1 (centres undefined)	u	-1%	-1%	-1%	2%	1%	-5%	u	3%
Cc1[nH]c2ccccc2c1-c1csc(NC(=O)CN2CCOCC2)n1	-11%	-4%	-1%	0%	-10%	0%	6%	1%	u
Cc1sc2nc(SCC(=O)N3CCOCC3)[nH]c(=O)c2c1C	-5%	6%	2%	16%	-16%	10%	-16%	-2%	-7%
O=C(CN1C(=O)c2ccccc2S1(=O)=O)c1ccc(OC(F)F)cc1	5%	u	-24%	u	0%	2%	6%	1%	-3%
O=C(NCCc1ccccc1)c1cc(-c2ccc(Cl)c(Cl)c2)on1	x	-4%	x	u	26%	x	-5%	x	7%
O=C(NC(=S)NCCc1ccc(Cl)cc1)c1ccco1	2%	u	26%	14µM*	9%	0%	u	0%	10%
CCOC(=O)c1c(OCCO)nn(-c2ccc(Cl)cc2)c1N	4%	3%	11%	0%	-1%	-139%[inhibitor]	6%	14%	-6%
COc1ccc(C(=O)Nc2ccc(C(=O)OCC(=O)c3cccc4ccccc34)cc2)cc1	15%	0%	-4%	4%	19%	-2%	-8%	21%	15%
CCNC(=O)NC(=O)CSc1ccc2ccccc2c1	-10%	-22%	12%	-3%	0%	-60%[inhibitor]	-23%	-7%	11%
CCOC(=O)[C@]12CCC=C1N(CCC1=CCCCC1)C(=O)[C@H](CC(=O)NCc1ccccc1)C2	-1%	-14%	-5%	0%	9%	x	-7%	2%	0%
CCOC(=O)CCc1c(C)nc2c(c(C)nn2-c2ccc(C)cc2)c1C	13%	18%&10%	-4%&1%	13%&12%	0%&3%	-6%	7%&2%	-4%	-4%&11%

Profiles, quoted from the list. Order of screens: HT1080 IDH1KD tx | GLP1R inv ag | GLP-1R agonist | TDP-43 yeast inh | KB-3-1 cytotox | SW480 rereplic | HEK293 tox | HT1080NT lethal | KB-V1 MDR tox
CCOC(=O)[C@]12CCC=C1N(CCC1=CCCCC1)C(=O)[C@H](CC(=O)NCc1ccccc1)C2 as listed: -1% | -14% | -5% | 0% | 9% | x | -7% | 2% | 0%
COc1ccc(CNC(=O)C2CCN(S(=O)(=O)N3CCCCC3)CC2)c(OC)c1 as listed: 15% | u | -2% | 14% | 1% | 1% | -34% | 9% | 15%
COc1ccc(SCCN2CC[C@@H](C)CCC2=O)cc1 as listed: 15% | -14% | 4% | u | 4%&1% | -6% | -14% | 23% | u
CCc1ccc(OCC(=O)c2c(O)c3ccccc3oc2=O)cc1 as listed: -3% | -3% | -1% | -26% | 11% | 9% | 30% | -4% | -5%
CCCN(Cc1nnc(-c2ccccc2Cl)o1)C(=O)c1cc2ccccc2o1 as listed: -12% | u | u | -19% | 0% | -492%[inhibitor] | -13% | -22% | -9%

Bioassay records as filed in PubChem BioAssay.
